Compound activity (PubChem)
ERAP1 HTS inh = inhibitors of human ERAP1 aminopeptidase; recombinant ERAP1, Leu-AMC fluorescence, 60 min; AID 652197; inhibition, % at 10.7 µM; actives 0.15% (n = 340,000); Q9NZ08;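 active means mean replicate inhibition of at least 30%, or all replicates individually reaching that 30% level; inactive means mean below 30% and not every replicate reaching it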;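 further: 0% = neutral control wells and 100% = L-leucinethiol positive control wells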
Target sequence (Q9NZ08 whole entry, looked up): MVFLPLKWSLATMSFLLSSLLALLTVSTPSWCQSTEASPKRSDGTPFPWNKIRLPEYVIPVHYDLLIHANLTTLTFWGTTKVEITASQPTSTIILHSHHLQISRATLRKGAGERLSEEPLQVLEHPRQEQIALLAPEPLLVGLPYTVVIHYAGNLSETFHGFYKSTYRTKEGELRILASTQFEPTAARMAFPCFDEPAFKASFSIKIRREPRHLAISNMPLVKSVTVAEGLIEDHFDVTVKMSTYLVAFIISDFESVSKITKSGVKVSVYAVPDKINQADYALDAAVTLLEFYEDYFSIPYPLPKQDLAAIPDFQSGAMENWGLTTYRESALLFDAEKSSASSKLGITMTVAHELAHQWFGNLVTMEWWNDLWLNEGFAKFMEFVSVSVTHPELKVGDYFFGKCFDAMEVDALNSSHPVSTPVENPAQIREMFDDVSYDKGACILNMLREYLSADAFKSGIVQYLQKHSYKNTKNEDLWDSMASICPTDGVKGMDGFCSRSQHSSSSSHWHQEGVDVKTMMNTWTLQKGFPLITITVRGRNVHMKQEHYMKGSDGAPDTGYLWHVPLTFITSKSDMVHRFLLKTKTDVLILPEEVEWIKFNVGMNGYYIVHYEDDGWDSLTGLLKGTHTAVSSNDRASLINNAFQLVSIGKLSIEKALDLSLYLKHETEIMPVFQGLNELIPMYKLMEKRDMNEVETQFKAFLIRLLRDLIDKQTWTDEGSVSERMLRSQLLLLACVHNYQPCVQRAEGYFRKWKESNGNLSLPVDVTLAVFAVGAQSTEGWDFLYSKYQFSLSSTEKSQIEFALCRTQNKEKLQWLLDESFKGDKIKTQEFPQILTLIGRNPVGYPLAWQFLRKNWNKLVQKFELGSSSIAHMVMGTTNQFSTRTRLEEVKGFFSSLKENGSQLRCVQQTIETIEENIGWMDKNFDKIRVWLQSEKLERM
E-sel inducer = E-selectin induction on HUVECs | P16581 | HUVEC E-selectin immunofluorescence imaging; normalized: neutral wells 0, TNF-alpha wells 100 | activation, % at 7.58 µM | actives 0.37% (n = 260,000);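 active means mean E-selectin-positive cell signal at least 10% of the positive control, reached in at least 60% of replicates, without over 20% cell loss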;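 further: in these data hits start at about 27%; measured in HUVEC primary endothelial cells; signal is the percent of cells scored E-selectin positive by PE staining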
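System: HUVEC, human umbilical vein endothelial cells; quantity: 3,000 cells/well; buffer or medium: EGM-2 medium, gelatin-coated wells; dosing: single-point compound dose; detection: immunofluorescence imaging; evaluation: % PE-positive cells; benchmarks: TNF-alpha, DMSO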
PGC1a acetyl inh = PGC1a acetylation modulation, inhibitor mode | U2OS PGC1a acetylation, AlphaScreen anti-acetyl-lysine; with virally co-expressed GCN5 acetyltransferase | inhibition, % at 15.6 µM | actives 0.17% (n = 350,000);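 active means every replicate shows inhibition of at least 40%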;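 further: 0% = neutral control wells and 100% = positive control wells; some results beyond the cut were filed as inactive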
PglD DTNB = PglD (C. jejuni) enzyme inhibition. purified PglD enzyme, DTNB colorimetric CoA detection. inhibition, % at 12.5 µM. actives 0.098% (n = 360,000). AID 602405; in the data active means inhibition above about 16%, passing the limit was not always enough; further: strong numbers were not always called active
Cneo AK release = causes C. neoformans cell lysis; actives 0.2% (n = 360,000); adenylate kinase release luminescence, 4 h; normalised: neutral wells 0, clomiphene wells 100; lysis activity, % at 15 µM;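 active means mean lysis activity across replicates of at least 80%, whatever share of replicates individually reach that level; inactive means mean lysis activity below 80%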
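Material – Cryptococcus neoformans yeast cells · Quantity – 5 × 10^6 yeast cells/mL · Buffer or medium – YPD medium · Compound – single dose · Timing – 4 h static compound exposure, 37 °C, read 1 h post-reagent · Signal – adenylate kinase release luminescence · Read-out basis – lysis from increased AK signal · Benchmarks – Clomiphene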
RAD52 anneal inh = RAD52 (human) annealing inhibition. P43351. recombinant RAD52 DNA annealing, FRET fluorescence. inhibition, % at 18.7 µM. actives 0.46% (n = 360,000). AID 651710;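 active means every replicate showing at least 50% inhibition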
RAD54 inh = RAD54 (human) branch migration inhibition; RAD54 Holliday junction branch migration, FAM/BHQ fluorescence; actives 0.14% (n = 360,000); inhibition, % at 10.4 µM; Q92698; AID 602329;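 active means mean normalized replicate activity at least 40 and at least half of replicates scoring 40 or more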;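 further: 0% = median of neutral control wells and 100% = median of positive control wells; inhibitors cause a drop in the FAM fluorescence signal; in these data hits start at about 50%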
miR-122 sensor = blocks miR-122 activity in Huh7 sensor cells. Huh7 miR-122 Renilla luciferase sensor, 48 h; neutral wells = 0, positive control = 100. activation (reporter increase), % at 12.5 µM. actives 0.3% (n = 340,000). AID 602342;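 active means mean replicate activation score at least 90 and every replicate individually at or above 90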;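 further: higher luciferase means less miR-122 activity so hits act as miR-122 inhibitors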
Starred values were filed as active, the others as inactive; · = no result given; [ ] = dose if it differs, or a comment.

SMILES	ERAP1 HTS inh	E-sel inducer	PGC1a acetyl inh	PglD DTNB	Cneo AK release	RAD52 anneal inh	RAD54 inh	miR-122 sensor
CN1C(=O)[C@@H]2[C@@H](C[C@]3(COc4ccccc4)OC[C@H]2/C3=C\c2ccccc2)C1=O	-2	·	-13	·	-2	0	·	·
O=C(N/N=C/c1cc(Br)c(Br)o1)c1cc2ccccc2o1	-2	·	-5	3	4	-6	-2	-7
Cc1cc(C)n(CC(=O)NCc2cc(-c3nn(C)c(=O)c4ccccc34)ccc2C)n1	·	·	8	-2	3	·	-10	0
CCOC(=O)/C=C1/SCC(=O)N1CC(=O)c1ccc[nH]1	1	0.0	3	·	·	-27	·	2
Cc1csc(CN(C)C(=O)c2cn(Cc3cccc4ccccc34)nn2)n1	-2	0.1	·	1	2	-18	-6	·
NCC[C@H]1CC[C@H](NC(=O)Cc2ccncc2)[C@H](CO)O1	3	-0.1	3	-1	61	7	-3	·
C[C@H](CO)N1C[C@H](C)[C@@H](CN(C)S(=O)(=O)c2ccc(F)cc2)OCCCC[C@H](C)Oc2ccc(NS(=O)(=O)c3ccc(Cl)cc3)cc2C1=O	1	0.2	5	-3	-2	5	-3	-6[16.7 µM]
CC(C)Cc1nc(N2CCN(C(=O)c3ccco3)CC2)c(C#N)c2c1CCCC2	-6	·	-12	-1	-1	-15	2	2
Cc1onc(-c2c(Cl)cccc2Cl)c1C(=O)N1CCc2ccccc2C1	·	·	-18	-16	-1	·	-6	6
CCCCn1c(N)c(N(Cc2ccccc2OC)C(=O)CSCC(=O)Nc2ccc(C)cc2)c(=O)[nH]c1=O	2	1.1	3	-2	0	-11	2	10
COC(=O)c1ccc(COc2ccccc2/C=N/NS(=O)(=O)c2ccccc2)cc1	2	·	-16	-1	2	-8	-15	·
COc1cccc(-c2cnc3c(NC(C)=O)cc(-c4cccc(C(=O)NCCO)c4)cn23)c1	4	·	-1	-1	-2	-8	-1	·
O=C(c1ccccc1)c1c[nH]c2cc3c(cc2c1=O)OCCO3	·	·	-2	9	-2	·	3	1
CCC(=O)N(C)C[C@H]1Oc2cc(-c3ccc(C#N)cc3)ccc2S(=O)(=O)N([C@H](C)CO)C[C@H]1C	0	23	6	2	1	1	7	-10[16.7 µM]
Cc1ccc(NC(=O)c2ccc(NCc3ccc(F)cc3)nc2)cc1	-2	·	-8	·	·	-2	·	4
O=C(c1ccncc1)N1CC2(C1)[C@H](c1ccccc1)[C@H](CO)N2C(=O)c1ccncc1	-1	-0.2	3	·	·	-8	·	·
CCn1cc(CN2CCCC(C(=O)c3ccc(-c4ccccc4)c(F)c3)C2)cn1 (stereo not drawn)	1	-6.0	-3	-7	-1	-11	-4	2
O=C(N1CCOCC1)N1CCN(S(=O)(=O)c2ccc(F)cc2)CC1	-4	0.4	0	-1	-2	5	-4	-5
C/C(=N\Nc1nncc2ccccc12)c1ccc(OCC(=O)N(C)C)cc1	-1	-0.1	·	3	-2	0	8	·
C[C@@H]1CCCCO[C@H](CN(C)S(=O)(=O)c2cn(C)cn2)[C@@H](C)CN([C@@H](C)CO)C(=O)c2cc(NS(=O)(=O)c3ccccc3)ccc2O1	0	0.0	3	-1	-6	-3	-7	10[16.7 µM]
CCn1c(SCc2ccccc2)nc2c1c(=O)[nH]c(=O)n2C	1	·	-16	5	3	-5	-16	-3
C[C@@H]1CN([C@@H](C)CO)C(=O)Cc2cc(NC(=O)CCC(F)(F)F)ccc2O[C@@H]1CN(C)S(=O)(=O)c1cn(C)cn1	·	-0.2	1	1	1	·	2	-3[16.7 µM]
CC(=O)c1ccc(NC(=O)C2CCCN(S(=O)(=O)c3cccc4nonc34)C2)cc1 (stereo not drawn)	·	·	·	-2	-1	·	-3	-2
C[C@H](CO)N1C[C@H](C)[C@@H](CN(C)C(=O)C2CCCCC2)Oc2ncc(-c3cccc(F)c3)cc2C1=O	1	0.7	-4	12	54	3	-6	-3[16.7 µM]
COCC#Cc1cnc2c(c1)C(=O)N([C@@H](C)CO)C[C@H](C)[C@H](CN(C)Cc1ccc3c(c1)OCO3)O2	1	1.1	-7	3	-4	-2	2	3[16.7 µM]

Some of the entries so far, with two lines to a compound.
Every second line gives: ERAP1 HTS inh | E-sel inducer | PGC1a acetyl inh | PglD DTNB | Cneo AK release | RAD52 anneal inh | RAD54 inh | miR-122 sensor
> CC(C)Cc1nc(N2CCN(C(=O)c3ccco3)CC2)c(C#N)c2c1CCCC2
 : -6 | · | -12 | -1 | -1 | -15 | 2 | 2
> Cc1onc(-c2c(Cl)cccc2Cl)c1C(=O)N1CCc2ccccc2C1
 : · | · | -18 | -16 | -1 | · | -6 | 6
> CCCCn1c(N)c(N(Cc2ccccc2OC)C(=O)CSCC(=O)Nc2ccc(C)cc2)c(=O)[nH]c1=O
 : 2 | 1.1 | 3 | -2 | 0 | -11 | 2 | 10
> COC(=O)c1ccc(COc2ccccc2/C=N/NS(=O)(=O)c2ccccc2)cc1
 : 2 | · | -16 | -1 | 2 | -8 | -15 | ·
> COc1cccc(-c2cnc3c(NC(C)=O)cc(-c4cccc(C(=O)NCCO)c4)cn23)c1
 : 4 | · | -1 | -1 | -2 | -8 | -1 | ·
> O=C(c1ccccc1)c1c[nH]c2cc3c(cc2c1=O)OCCO3
 : · | · | -2 | 9 | -2 | · | 3 | 1
> CCC(=O)N(C)C[C@H]1Oc2cc(-c3ccc(C#N)cc3)ccc2S(=O)(=O)N([C@H](C)CO)C[C@H]1C
 : 0 | 23 | 6 | 2 | 1 | 1 | 7 | -10[16.7 µM]
> Cc1ccc(NC(=O)c2ccc(NCc3ccc(F)cc3)nc2)cc1
 : -2 | · | -8 | · | · | -2 | · | 4
> O=C(c1ccncc1)N1CC2(C1)[C@H](c1ccccc1)[C@H](CO)N2C(=O)c1ccncc1
 : -1 | -0.2 | 3 | · | · | -8 | · | ·

Additional results follow.
SMILES	ERAP1 HTS inh	E-sel inducer	PGC1a acetyl inh	PglD DTNB	Cneo AK release	RAD52 anneal inh	RAD54 inh	miR-122 sensor
O=C(C[C@@H]1CC[C@H]2[C@@H](COC[C@H](O)CN2Cc2cccc(C(F)(F)F)c2)O1)NCc1ccccc1	-6	0.0	16	3	100*	-3	0	30[16.7 µM]
CO[C@H]1CN(C)C(=O)c2ccc(NS(=O)(=O)c3ccccc3C)cc2OC[C@@H](C)N(C)C[C@@H]1C	2	-0.2	-6	-1	1	-4	-7	·
Cc1cccc(C)c1NC1=NC(C)(C)N=C(N)N1	·	·	-5	7	1	·	6	14
CC(C)Cn1c(N)c(C(=O)COC(=O)c2ccncc2)c(=O)n(C)c1=O	·	·	5	4	-1	·	1	4
O=C(N/N=C/c1ccc(N2CCOCC2)cc1)C1COc2ccccc2O1 (stereo not drawn)	2	4.8	0	·	·	-3	·	·
Cc1ccc(N2C(=O)SC(Cc3ccccc3)C2=O)cc1 (stereo not drawn)	-1	0.2	-15	-3	0	1	3	-6
COc1ccc(S(=O)(=O)N(C)C[C@@H]2OCCCC[C@@H](C)Oc3ccc(NC(=O)C4CCCCC4)cc3C(=O)N([C@H](C)CO)C[C@@H]2C)cc1	0	0.0	-3	2	2	3	2	5[16.7 µM]
COC(=O)c1sc2nc(SCc3ccccc3C#N)n(N)c(=O)c2c1C	4	·	1	10	-1	-10	6	-4
COc1cccc(NC(=O)C2CC(=O)N(Cc3ccc(C)cc3)C2)c1 (stereo not drawn)	2	0.5	·	1	1	-9	-20	·
Cn1c(C(=O)Nc2ccc3c(c2)OCO3)cc2c(=O)n(C)c3ccccc3c21	-1	·	2	-1	3	-25	2	-5
CC(C)NC(=O)N1C[C@H]2[C@@H](c3ccccc31)[C@H](CO)N2C(=O)c1ccccc1F	0	0.2	-7	1	-4	-1	6	-4[16.7 µM]
CCOC(=O)N1CCN(C(=O)c2cc(-n3cnnc3)ccc2Cl)CC1	·	·	-2	·	-2	·	7	1
CNC(=O)c1cc(Nc2nnc(-c3ccc(O)cc3)c3ccccc23)ccc1OC	-9	0.8	-1	2	4	33	2	6
CN1CCN(CC(=O)Nc2ccccc2Oc2ccccc2)CC1	-1	0.4	-5	1	0	-5	-4	-4
CCN1CCN(C(=O)c2ccc(OC)c(S(=O)(=O)Nc3ccc(C)cc3)c2)CC1	5	1.2	-8	7	-5	-4	9	15
O=C(c1ccco1)N1CCN(C(c2cccs2)c2nnnn2C2CCCCC2)CC1 (stereo not drawn)	0	·	·	5	7	-23	-10	27
Cc1csc(=Nc2cccnc2)n1Cc1ccco1	0	·	0	-13	4	-2	8	-5
O=C(COC(=O)COc1ccccc1)NCCC1=CCCCC1	-1	·	9	1	-2	-11	-3	12
COc1ccccc1-c1ccc([C@H]2[C@H](CO)N3CCCCN(C(=O)c4ccncc4)C[C@@H]23)cc1	1	0.3	-6	6	52	9	4	9[16.7 µM]
COc1c(/C=N/Nc2ccc([N+](=O)[O-])cc2[N+](=O)[O-])c(C)nn1-c1ccccc1	·	·	3	-2	-7	·	0	1
CCCc1cc(=O)n2[nH]cc(-c3ccc(Cl)cc3)c2n1	-5	·	·	-2	9	-15	-10	·
CCCNC(=O)c1onc(CSc2ccccn2)c1C(=O)NCCC	3	0.0	5	5	-1	8	3	-1
O=c1nc(N2CCCCC2)nc2n1CCO2	·	·	6	0	-1	·	-1	0
O=S(=O)(c1ccc(Br)cc1F)N1CC[C@H](O)C1	3	-0.1	·	1	-5	-1	-5	2
COc1ccccc1C1NC(=O)NC(C)=C1C(=O)Nc1cccc(C)c1C (stereo not drawn)	5	0.0	-9	0	-3	-9	17	-1

The results go on.
SMILES	ERAP1 HTS inh	E-sel inducer	PGC1a acetyl inh	PglD DTNB	Cneo AK release	RAD52 anneal inh	RAD54 inh	miR-122 sensor
Cc1ccc(CNC(=O)CC2C(=O)Nc3c2c(=O)n(C)c(=O)n3Cc2ccccc2)cc1 (stereo not drawn)	·	·	-21	-4	1	·	12	-2
COC(=O)c1ccc(COc2ccc(/C=C(\C#N)c3nc4ccccc4[nH]3)cc2OC)o1	·	·	-3	6	1	·	-11	·
O=C1[C@H]2[C@@H](c3ccc(C(F)(F)F)cc3)N[C@]3(CCCN(Cc4ccc(C(F)(F)F)cc4)C3=O)[C@H]2C(=O)N1Cc1ccccc1	·	·	-3	2	-1	-16	0	-5
COc1ccc2[nH]c(=O)c(CN(C(=O)c3ccco3)C(C)C)cc2c1	·	6.0	4	0	1	-9	6	-22
C[C@@H]1CCCCO[C@H](CN(C)C(=O)c2ccncc2)[C@@H](C)CN([C@H](C)CO)C(=O)c2cc(NS(C)(=O)=O)ccc2O1	2	0.1	9	-1	-4	-3	-7	1[16.7 µM]
O=C(C[C@@H]1C=C[C@H](NC(=O)Cc2cccnc2)[C@@H](CO)O1)NCc1ccc2c(c1)OCO2	-2	-0.2	3	2	-4	-8	-2	-5[16.7 µM]
O=C([C@@H]1N[C@@H]2c3ccc(C4=CCCC4)c(=O)n3C[C@@H]2[C@H]1CO)N1CCc2ccccc2C1	-2	0.1	·	-2	39	-26	-2	-3[16.7 µM]
CCOC(=O)c1nn(-c2ccc(Cl)cc2)cc1O	·	-0.3	-16	-1	-2	-1	·	13
COc1ccc(CN(C(=O)Cn2nnc(-c3ccc(C)o3)n2)C(C(=O)NCC2CCCO2)c2ccco2)cc1 (stereo not drawn)	2	0.0	-11	·	·	-15	·	·
O=C(O)c1[nH]c2ccc([N+](=O)[O-])cc2c1-c1ccccc1	0	2.4	-4	-3	13	-24	5	4
